Screening results: PubChem BioAssay, National Center for Advancing Translational Sciences (NCATS)
Luc counter = counter-screen: inhibitors of Kinase-Glo firefly luciferase. Q27757. Kinase-Glo luciferase, ATP luminescence, 8 min. Potency, µM (series often up to 38.3 µM), for the others: top-dose activity change, negative = inhibition, most hits filed as inhibitors. 200,000 compounds, 0.28% hits; further: on the % scale 0 is the no-effect control and ±100 the full control effect; nearly all actives have a fitted effect of over 60% in size
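Substrate mix (final 50 mM imidazole pH 7.2, 50 mM KCl, 7 mM MgCl2, 10 uM ATP, 0.01% Tween 20, 0.05% BSA) plus pin-tool compound, then Kinase-Glo detection mix; 8 min ambient, luminescence read.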
SMN2 splice enh = increases expression of the SMN2 splice variant; HEK293 SMN2-luciferase splicing reporter, luminescence, 30-36 h; Potency, µM (top dose mostly 46.1 µM), for inactives: at the top dose activity change, positive = activation, actives largely listed as activators; 210,000 compounds, 2.8% hits; AID 1458; further: % of control where 0% means no effect; nearly all actives have a fitted effect of over 55% in size
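HEK293 cells carry an SMN2 minigene-luciferase reporter in which exon 7 inclusion puts luciferase in frame. Cells were seeded at 2000 cells/well, attached for 10-12 hours, then exposed to compounds for 30-36 hours at 37C before ONE-Glo luminescence.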
ALDH1A1 block = ALDH1A1 (human) enzyme inhibition; Purified ALDH1A1, NADH fluorescence, propionaldehyde substrate; 220,000 compounds, 7.3% hits; P00352; AID 1030; Potency, µM (highest dose often 75.3 µM), inactives show at the highest dose activity, negative = inhibition, hits mostly inhibitors; active means well fitted inhibition curve with a large enough effect, not every such curve was filed as active; inconclusive means small, poorly fitted or top-dose-only effect, or another doubt; inactive means no such curve, though single readings can be large or run the other way;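 further: plate controls were no enzyme wells and a reference inhibitor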
Target sequence (P00352 whole entry, looked up): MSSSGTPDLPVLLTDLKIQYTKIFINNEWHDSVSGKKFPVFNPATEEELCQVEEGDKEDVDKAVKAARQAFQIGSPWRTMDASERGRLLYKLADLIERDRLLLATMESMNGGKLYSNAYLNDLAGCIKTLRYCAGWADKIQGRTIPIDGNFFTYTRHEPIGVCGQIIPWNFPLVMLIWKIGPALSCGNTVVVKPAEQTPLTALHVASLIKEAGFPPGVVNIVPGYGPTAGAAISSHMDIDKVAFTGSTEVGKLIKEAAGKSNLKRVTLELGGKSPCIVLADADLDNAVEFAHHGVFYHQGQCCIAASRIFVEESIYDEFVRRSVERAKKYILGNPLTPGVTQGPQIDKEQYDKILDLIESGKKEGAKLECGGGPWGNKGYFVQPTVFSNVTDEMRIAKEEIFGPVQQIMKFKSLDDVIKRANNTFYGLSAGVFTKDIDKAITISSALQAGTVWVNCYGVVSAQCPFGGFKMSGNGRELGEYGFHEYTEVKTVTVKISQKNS
L3MBTL1 block = inhibitors of human L3MBTL1; Q9Y468; AlphaScreen L3MBTL1–H3K9me1 peptide binding; Potency, µM (doses to about 57.1 µM), inactives show at the top dose activity, negative = inhibition, actives largely listed as inhibitors; 230,000 compounds, 0.66% hits; further: on the % scale 0 is the no-effect control and ±100 the full control effect; nearly all actives have a fitted effect of over 60% in size
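First, the protein-peptide complex forms for 30 min at room temperature (L3MBTL1 50 nM, biotinylated H3K9me1 peptide 75 nM). Next, compounds are pin-transferred and incubated 30 min. Finally, AlphaScreen beads are added and read after 30 min.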
Tau fibril ThT = blocks human tau fibril formation measured by thioflavin T; recombinant tau K18 P301L (four-repeat tau fragment), heparin-induced fibrillization, ThT fluorescence; Potency, µM (top dose mostly 57.4 µM), for the others: at the top dose activity, negative = inhibition, actives largely listed as inhibitors; 270,000 compounds, 2.1% hits; AID 1460; further: on the % scale 0 is the no-effect control and ±100 the full control effect; nearly all actives have a fitted effect of over 55% in size
Target sequence (P10636 561-689 P618L limits assumed): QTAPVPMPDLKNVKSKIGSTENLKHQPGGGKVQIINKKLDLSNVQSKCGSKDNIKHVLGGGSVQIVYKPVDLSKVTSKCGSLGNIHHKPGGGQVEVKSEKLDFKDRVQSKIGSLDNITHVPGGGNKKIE
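Recombinant human tau K18 fragment […] carrying P301L, 15 uM unlabeled plus 0.24 uM Alexa 594-labeled, was fibrillized with 20 uM heparin in 100 mM sodium acetate pH 7 for 6 hr at 37 C; 30 uM ThT fluorescence read after 1 hr.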
JMJD2E inh = inhibitors of human JMJD2E histone demethylase; B2RXH2; JMJD2E catalytic domain, FDH-coupled NADH fluorescence (FDH is formaldehyde dehydrogenase); Potency, µM (highest dose often 57.1 µM), inactives show at the highest dose activity change, negative = inhibition, most hits filed as inhibitors; 230,000 compounds, 1.6% hits; AID 2147; active means well fitted inhibition curve with a large enough effect, not every such curve was filed as active; inconclusive means small, poorly fitted or top-dose-only effect, or another doubt; inactive means no such curve, though single readings can be large or run the other way;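 further: 0% = wells with enzyme and -100% = buffer wells without enzyme; nearly all actives have a fitted effect of over 50% in size; many of its hits are not listed in these tables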
Target sequence (B2RXH2 1-337 limits assumed): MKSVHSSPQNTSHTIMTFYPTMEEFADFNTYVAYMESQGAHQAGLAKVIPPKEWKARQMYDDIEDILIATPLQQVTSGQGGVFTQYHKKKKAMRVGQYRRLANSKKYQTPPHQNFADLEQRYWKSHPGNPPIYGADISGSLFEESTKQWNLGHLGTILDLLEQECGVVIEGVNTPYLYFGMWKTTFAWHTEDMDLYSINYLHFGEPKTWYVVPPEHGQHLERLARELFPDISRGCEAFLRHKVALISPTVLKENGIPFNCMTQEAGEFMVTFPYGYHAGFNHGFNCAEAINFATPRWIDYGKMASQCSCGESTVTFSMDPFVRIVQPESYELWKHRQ
Lamin A splicing = changes lamin A minigene splicing in HeLa cells; Potency, µM (highest dose often 46.1 µM), for inactives: top-dose ratio change, negative = inhibition, most hits filed as inhibitors; HeLa LMNA splicing GFP/RFP minigene ratio, 48 h; AID 1487; 200,000 compounds, 0.01% hits; active means well fitted inhibition curve with a large enough effect in the signal ratio, with a control signal flat, not every such curve was filed as active; inconclusive means small, poorly fitted or top-dose-only effect, or effect the other way, or a change in a side signal; the % refers to the signal ratio; further: on the % scale 0 is the no-effect control and ±100 the full control effect
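S3 HeLa stable clones carrying a lamin A-EGFP splicing minigene plus DsRed2 were seeded at 600 cells/well in Opti-MEM with 2% FBS, pin-dosed and incubated 48 h at 37°C. Acumen cytometry (488 nm) gave the GFP/RFP total-intensity ratio.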
RECQ1 helicase = inhibitors of human RECQ1 DNA helicase; P46063; RECQ1 DNA unwinding, red fluorescence kinetic read; Potency, µM (titrated, usually from 57.3 µM), for the others: at the highest dose activity, negative = inhibition, actives largely listed as inhibitors; 240,000 compounds, 0.54% hits; AID 2549;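 further: plate controls were vehicle for no effect and no enzyme for full effect; nearly all actives have a fitted effect of over 30% in size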
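50 nM RECQ1T1 preincubated 15 min with compound in Tris pH 8.0 buffer with MgCl2, DTT, Tween-20 and 2.5 ug/ml poly(dI-dC); started with 200 nM TAMRA/BHQ-2 forked duplex and 2 mM ATP. Unwinding read as fluorescence (525/598 nm), two reads 2 h apart.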
* marks the source's active call; other numbers are inactive results; i = inactive; ? = inconclusive; / = no result given; & = joins results of further samples; [ ] = another dose, or the depositor's remark. Unless noted, the call rests on the fitted dose curve; in most records, active means well fitted curve in the direction sought with a large enough effect; inconclusive means small, poorly fitted or top-dose-only effect, or another doubt; inactive means no such curve, though single readings can be large; an effect the other way counts as inactive or inconclusive. Potency means the concentration at half of the fitted maximal effect. A portion of the library. The share of hits here may be higher or lower than overall.

SMILES | Luc counter | SMN2 splice enh | ALDH1A1 block | L3MBTL1 block | Tau fibril ThT | JMJD2E inh | Lamin A splicing | RECQ1 helicase
O=C(NCCN1CCCC1)c1ccc2c(c1)N(Cc1ccc(F)cc1)C(=O)c1ccccc1S2=O (stereo unspecified) | 3.8% | 0.3% | -4.1% | 3.1% | -10.6% | -7.6% | -11.1% | -6.4%
Cc1ccc(NC(=O)COC(=O)C2CC(=O)N(Cc3ccccc3)C2)cc1F (stereo unspecified) | -0.8% | 4.7% | 6.1% | / | -3.5% | 13.3% | / | i
COc1ccc2nc(NC(=O)C3CCCN(S(=O)(=O)c4cccc5nonc45)C3)sc2c1 (stereo unspecified) | 2.9% | -17.0% | -5.7% | -8.5% | ? | -0.6% | -2.1% | -3.8%
O=C(c1ccc2c(c1)OCCO2)C1CCN(S(=O)(=O)c2ccc(F)cc2)CC1 | -0.1% | -17.5% | -12.6% | / | -2.9% | 2.0% | -4.8% | 0.9%
Cc1ccc(C(=O)NC(=S)NCc2cccnc2)cc1C | 4.4% | -15.8% | ? | -6.0% | -7.1% | 7.0% | / | -5.0%
Nc1nc(NC(=O)c2ccc(Cl)cc2)nn1-c1ccccc1 | 0.1% | 16.6% | 12.9% | -5.0% | 4.5% | -9.0% | ? | i
Cn1cc(C(=O)N/N=C/c2c(O)ccc3ccccc23)ccc1=O | 0.7% | -93.2%[inhibitor] | 3.6% | ? | -0.3% | 3.8% | / | -7.0%
O=C(CSc1nc2ccccc2c(=O)[nH]1)N1CCN(S(=O)(=O)c2ccccc2)CC1 | -2.7% | -3.9% | 7.5% | -5.8% | 1.9% | 3.5% | -10.8% | -8.4%
OC1(c2ccc3ccccc3c2)CCN(Cc2ccccc2)C1 (stereo unspecified) | -0.4% | 3.4% | -3.2% | / | 7.0% | ? | -1.0% | i
O=C(CSCc1cccc(Br)c1)N/N=C/c1ccc2c(c1)OCO2 | -2.4% | -15.3% | -10.4% | 3.5% | -16.6% | -3.3% | 6.8% | i
COC(OC)c1ccnc(-c2ccc(OC(=O)c3ccccc3)cc2)n1 | 1.0% | -1.2% | -0.7% | 17.2% | ? | 2.4% | 34.4%[9.22 µM] | -1.1%
COc1ccc(-n2c(NCCN(C)C)nc3sc4c(c3c2=O)CCCCC4)cc1 | -2.5% | 4.2% | 5.0% | / | -8.0% | -9.1% | 16.9% | 0.5%
Cc1ccc(S(=O)(=O)N2CCN(C(=O)CN3CCCC3)C2)cc1 | -2.4% | -13.1% | 11.5% | 4.9% | 1.7% | -1.1% | -6.4% | -9.5%
O=C(O)C1Cc2ccccc2CN1S(=O)(=O)c1ccccc1 (stereo unspecified) | / | / | / | / | -5.9% | -3.4% | 21.7%[46 µM] | 3.6%
CNC(=S)NN(C)c1nc(C)cc(C)n1 | -3.8% | 9.3% | 12.0% | 2.1% | -1.4% | -0.6% | 3.3% | -12.2%
COc1ccc(CCC(C)Nc2cccc(F)c2)cc1 (stereo unspecified) | 1.0% | -21.6% | 10µM* | 45.7%[activator] | 11.9% | 7.6% | 8.6% | 0.3%
Cc1cc(N/C(=N/S(=O)(=O)c2ccc(F)cc2)c2ccccc2)n(-c2ccccc2)n1 | 0.4% | -10.3% | ? | -11.2% | 0.5% | / | -19.0%[46 µM] | -14.2%
Cc1ccc(CNC(=O)C2CCCCC2C(=O)O)cc1 (stereo unspecified) | -0.6% | -4.5% | 0.7% | 1.8% | 1.3% | -18.3% | 0.6% | -5.9%
CCc1ccc(S(=O)(=O)/N=C2/C=C(Sc3ncn[nH]3)C(=O)c3ccccc32)cc1 | -0.4% | -78.5%[inhibitor] | 5.01µM* | ? | 3.98µM* | 3.55µM* | ? | ?
O=C(c1ccc(CS(=O)(=O)c2ccc(Br)cc2)o1)N1CCN(C2CCCCC2)CC1 | 2.9% | 6.1% | 12.5% | / | -8.2% | 8.2% | -2.3% | -11.4%
Cc1ncn2cc(-c3ccc(Cl)cc3Cl)[nH]c(=O)c12 | / | / | / | -7.7% | 3.0% | ? | / | -0.5%
Cc1cc(C)n(/N=C/c2c[nH]c3ccccc23)c(=O)c1C#N | -2.2% | -7.9% | 7.4% | / | -10.6% | -15.0% | 7.4% | i
Cc1[nH]c2ccccc2c1SCC(=O)N1CCCCC1 | -0.3% | 0.4% | -0.8% | 2.2% | ? | -21.3% | / | -1.6%
COc1ccc(NC(=S)N2CCN(C/C=C/c3ccccc3)CC2)cc1 | / | / | -4.1% | -10.9% | -11.0% | -1.5% | ? | -3.5%
Cc1ccc2c(c1)C1CN(C)CCC1N2CC(=O)N(C)c1ccccc1 (stereo unspecified) | 10.3% | -0.7% | -1.2% | 4.8% | -8.6% | 2.0% | -4.1% | -2.5%
Remaining list, next part.
SMILES | Luc counter | SMN2 splice enh | ALDH1A1 block | L3MBTL1 block | Tau fibril ThT | JMJD2E inh | Lamin A splicing | RECQ1 helicase
COc1ccc(CCNC(=O)c2ccc(CS(=O)(=O)c3ccc(Cl)cc3)o2)cc1OC | -2.0% | -45.8%[inhibitor] | -2.6% | -4.6% | -11.6% | 14.5% | 7.1% | -6.6%
COc1ccc(Cl)cc1NC(=S)N1CCCC1 | 0.4% | 4.3% | 5.7% | -1.6% | -10.3% | -1.3% | ? | i
COc1ccc2[nH]c(C)c(C(=O)CN3CCN(C/C=C/c4ccccc4)CC3)c2c1 | -1.0% | -3.9% | ? | -9.3% | -12.6% | -11.6% | -1.2% | -1.0%
O=C(C1=C[C@@H]2[C@H]3C(=O)N(c4ccccc4)C(=O)[C@H]3[C@@H](C(=O)c3ccc(Cl)cc3)N2C=C1)c1ccccc1 | -3.7% | -5.2% | 20µM* | -13.9% | 14.1µM* | -6.7% | -1.3% | 8.2%
O=C(COC(=O)c1cccs1)c1ccccc1 | -21.2% | 14.0% | -5.8% | 4.2% | -10.5% | 2.5% | ? | -4.4%
CCN1CCN(CCNC(=O)Nc2ccc([N+](=O)[O-])cc2)CC1 | -2.2% | 22.6% | ? | / | -9.6% | 0.3% | / | i
O=C(CC1SC(N2CCCCC2)=NC1=O)Nc1cccc(C(F)(F)F)c1 (stereo unspecified) | 2.2% | -16.4% | -1.4% | 2.0% | -1.8% | -2.3% | 5.7%[0.0737 µM] | -17.7%
CC(=C\c1ccco1)/C=C(\C#N)C(=O)NCCc1c[nH]c2ccccc12 | / | / | ? | -20.8% | ? | 0.4% | ? | -3.7%
O=C(COc1ccccc1)c1cn(CC(=O)N2CCCC2)c2ccccc12 | -2.9% | -8.3% | -12.7% | 2.3% | -9.3% | 4.3% | ? | i
CCCCCC1=C2CNC(CCC)(C(=O)OC)C=C2C(C)C1=O (stereo unspecified) | -5.1% | -25.4% | 28.2µM* | / | -11.7% | ? | / | -1.6%
NNc1nc(-c2ccccc2)nc2sc3c(c12)CCCC3 | -9.5% | -47.3%[inhibitor] | -4.8% | -4.4% | ? | ? | -17.9% | -8.6%
COC(=O)Cn1c(=NC(=O)C(C)C)sc2c(C)cc(C)cc21 | -2.1% | -11.8% | -12.6% | 10.8% | -8.3% | 1.6% | -12.3% | -2.4%
CCOc1ccccc1N(CC(=O)NC1CCCCC1)C(=O)c1nsc(Cl)c1Cl | -2.2% | / | -4.5% | -0.4% | -8.3% | -2.6% | 21.7%[46 µM] | i
Nc1nc(-c2ccccc2)cs1 | 18.0% | 11.5%&9.9% | ? | / | -14.1% | -4.8% | 10.3% | -4.3%&-5.7%
COc1ccccc1Oc1ccccc1C(=O)O | -1.5% | / | 9.8% | 3.5% | -0.2% | 8.1% | 2.8% | -1.3%
CCCCn1c(/N=C/c2c[nH]c3ccccc23)nc2ccccc21 | -4.0% | -25.3% | 25.1µM* | -7.0% | -3.9% | 0.3% | 5.8% | -11.7%
CCCCN(C)C(=O)c1nc2ccccn2c1CN1CCN(C(=O)c2cccs2)CC1 | 1.0% | / | 6.31µM* | -5.2% | -5.9% | 3.5% | / | 1.4%
O=C(C[n+]1ccccc1)N/N=C/c1ccccc1[N+](=O)[O-] | 2.9% | 8.1% | -7.0% | -1.5% | -1.5% | -17.4% | ? | -4.1%
CCn1nc(C(=O)NNC(=O)COc2ccccc2C)c2ccccc2c1=O | 0.8% | -11.2% | 7.2% | -4.3% | -8.9% | -5.7% | -4.4% | -1.7%
Cc1cc(C)cc(C(=O)NC(=S)Nc2ccc(Cc3ccncc3)cc2)c1 | 0.8% | -23.8% | ? | 2.4% | ? | 3.4% | -13.0% | i

By substructure: the compounds so far containing bromine (two)
SMILES | Luc counter | SMN2 splice enh | ALDH1A1 block | L3MBTL1 block | Tau fibril ThT | JMJD2E inh | Lamin A splicing | RECQ1 helicase
O=C(CSCc1cccc(Br)c1)N/N=C/c1ccc2c(c1)OCO2 | -2.4% | -15.3% | -10.4% | 3.5% | -16.6% | -3.3% | 6.8% | i
O=C(c1ccc(CS(=O)(=O)c2ccc(Br)cc2)o1)N1CCN(C2CCCCC2)CC1 | 2.9% | 6.1% | 12.5% | / | -8.2% | 8.2% | -2.3% | -11.4%

Whole records as entered above. Order of screens: Luc counter | SMN2 splice enh | ALDH1A1 block | L3MBTL1 block | Tau fibril ThT | JMJD2E inh | Lamin A splicing | RECQ1 helicase
CCN1CCN(CCNC(=O)Nc2ccc([N+](=O)[O-])cc2)CC1 is listed as -2.2% | 22.6% | ? | / | -9.6% | 0.3% | / | i
CCCCN(C)C(=O)c1nc2ccccn2c1CN1CCN(C(=O)c2cccs2)CC1 is listed as 1.0% | / | 6.31µM* | -5.2% | -5.9% | 3.5% | / | 1.4%
